T cell HTS: T cell immune modulators affecting CD8 T cell-vesicle binding. 2C CD8+ T cell-vesicle binding, flow cytometry; active compounds read low. calls only at 7 µM. hit rate 0.068% among 330,000;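 active = response, share of CD8 T cells binding vesicles, and their 90th percentile fluorescence all below set limits, cut at about 80% in these data, passing the limit was not always enough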
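material = purified 2C TCR transgenic mouse naive CD8+ T cells | controls = Unloaded micro-vesicles (low), QL9 vesicles with 0.7% DMSO (high) | detection = cytometric PE anti-B7-1 and Alexa647 anti-CD8 signals after 1% paraformaldehyde fixation | incubation = binding step 1.5 h, 37 °C, antibody labelling 20 min, ice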
NOD2 inhibition: NOD2 signaling inhibitors, cell-based, luminescence, uHTS, HEK293 (AID 1566); HEK293 NOD2/NF-kB luciferase reporter, luminescence; higher % means a stronger effect; inhibition, % at 4 µM, or EC50 in µM where a hit was titrated; hit rate 0.63% among 290,000; note: many of its hits are not listed in these tables
GPR55 LPI antagonism: GPR55 antagonists blocking LPI-driven arrestin recruitment, primary screen, imaging, U2OS, beta-arrestin-GFP, LPI agonist (AID 2013); inhibition, % at 10 µM; hits with a dose series show IC50 in µM; hit rate 0.13% among 290,000; U2OS GPR55 beta-arrestin-GFP translocation imaging, LPI antagonism; higher % means a stronger effect;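 active = spots per cell inhibited over 60%, with over 100 cells counted and total cytoplasm intensity under 500,000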;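 note: U2OS cells stably carrying GPR55 and arrestin-GFP stimulated by 5 µM LPI near EC80; imaged beta-arrestin-GFP aggregate spots per cell after agonist stimulation; plate controls were LPI-stimulated DMSO wells for no effect and DMSO wells without LPI for full effect; some results filed as inactive read as strong as hits; confirmed hits need IC50 under 10 µM and bright autofluorescent wells are also inconclusive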
NTR1 ag: NTR1-driven beta-arrestin-GFP spot formation – imaging, U2OS cells, high content, primary screen (AID 493036); activation, % at 20 µM; hit rate 0.17% among 330,000; agonist mode;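 active = activation at or above 40% of the spot to cytoplasm intensity ratio, with at least 20 cells analyzed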;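 note: 0% = DMSO without peptide and 100% = 100 nM NTR1 peptide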
Target sequence (P30989 whole entry, looked up): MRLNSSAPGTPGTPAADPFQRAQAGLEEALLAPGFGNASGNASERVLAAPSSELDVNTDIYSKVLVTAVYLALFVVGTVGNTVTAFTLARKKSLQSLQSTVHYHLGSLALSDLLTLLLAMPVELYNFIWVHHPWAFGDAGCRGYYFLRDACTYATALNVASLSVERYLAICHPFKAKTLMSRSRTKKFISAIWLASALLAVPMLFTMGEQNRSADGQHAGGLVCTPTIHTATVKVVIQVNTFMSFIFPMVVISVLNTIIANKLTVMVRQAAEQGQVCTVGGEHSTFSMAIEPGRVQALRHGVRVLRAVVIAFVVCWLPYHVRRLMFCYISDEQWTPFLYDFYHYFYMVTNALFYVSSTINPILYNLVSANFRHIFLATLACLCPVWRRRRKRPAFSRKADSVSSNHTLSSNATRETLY
KOR beta-arrestin-1: kappa opioid receptor activators – cell-based, luminescence, uHTS, primary screen (AID 1777) | hit rate 0.02% among 280,000 | KOR beta-arrestin recruitment, luminescence; higher % means a stronger effect | one-dose activation, % at 10 µM; EC50 in µM for titrated hits; in the data active = activation above about 50%, passing the limit was not always enough; note: a part of the inactive calls stands beside numbers as strong as those of hits
KOR beta-arrestin-2: KOR antagonists, beta-arrestin recruitment, cell-based, luminescence, uHTS (AID 1778) | KOR beta-arrestin recruitment, luminescence, antagonist mode; higher % means a stronger effect | inhibition, % at 10 µM, or IC50 in µM where a hit was titrated | hit rate 0.091% among 290,000; note: strong numbers were not always called active
Myeloid diff MLP: promotes myeloid progenitor differentiation; hit rate 1% among 360,000; calls only at 10 µM; ER-HoxA9 myeloid progenitors, lysozyme-GFP differentiation, flow cytometry;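 active = normalized GFP-positive differentiation at or above the plate's own cutoff, the solvent-only control mean plus 3 SD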;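 note: cells exposed to compound for four days before flow analysis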
GPR55 activation: selective activators of receptor GPR55 – imaging, U2OS cells, beta-arrestin-GFP redistribution, primary screen (AID 1961); U2OS GPR55 beta-arrestin-GFP redistribution imaging; higher % means a stronger effect; activation, % at 10 µM, or EC50 in µM where a hit was titrated; hit rate 0.048% among 290,000;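 active = activation above 40% with more than 50 cells counted in the well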;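 note: U2OS osteosarcoma cells stably expressing GPR55 and beta-arrestin-GFP; plate controls were DMSO negative control for no effect and LPI positive control for full effect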
NOD1 NF-kB reporter: inhibition of NOD1-driven NF-kB reporter – cell-based, luminescence, uHTS, primary screen (AID 1578); NOD1-driven NF-kB luciferase reporter cells, luminescence; higher % means a stronger effect; inhibition, % at 4 µM, or EC50 in µM where a hit was titrated; hit rate 1% among 290,000; in the data active = inhibition mostly above about 36%, no sharp cut-off; inactive = mostly below about 34%;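 note: HEK-293T reporter cells stimulated with the NOD1 agonist gamma-tri-DAP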
T cell HTS vesicle-bound %: second read-out of T cell HTS, no call of its own (marks repeat the call); double positive events, %; measured here: CD8+ vesicle-bound cell fraction;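 binding gate set so that unloaded-vesicle control wells show 10% double positive cells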
NTR1 ag cell count 20 µM: second read-out of NTR1 ag, no call of its own (marks repeat the call); cell count; measured here: cell count, cytotoxicity flag
Myeloid diff MLP GFP+ MAC1+ %: recorded beside Myeloid diff MLP, whose call it bears; GFP+ MAC1+ double positive, %; measured here: differentiation confirmed by MAC1 staining
Active calls of the source: *; i = inactive; . = not tested or not shown; [ ] = another dose, or the depositor's remark. Cut-off read from the data, not from the text of the source, unless noted: active = inhibition above about 50%; inactive = the rest. An excerpt; count on the stated rates, not on these rows.

#	Structure	T cell HTS	T cell HTS vesicle-bound %	NOD2 inhibition	GPR55 LPI antagonism	NTR1 ag	NTR1 ag cell count 20 µM	KOR beta-arrestin-1	KOR beta-arrestin-2	Myeloid diff MLP	Myeloid diff MLP GFP+ MAC1+ %	GPR55 activation	NOD1 NF-kB reporter
1	COC(=O)C(Cc1c[nH]c2ccccc12)NC(C)=O (configuration not stated)	i	26	18%	0%	-1.1	57	-7.8%	0%	i	0.8	0.1%	-6%
2	COc1ccc(NC(=O)Nc2ccc(C(=O)N3CCOCC3)cc2)cc1	i	16	3%	6%	5.5	73	-1.7%	18%	i	1.3	0.2%	.
3	Cc1c(C(C)(C)O)[nH]c2ccc(C(F)(F)F)cc12	i	24	12%	8%	7.0	59	1.8%	-15%[20 µM]	i	0.6	-0.1%	-16%
4	C/C(=N\NC(=O)c1cccc(N/N=C(\C)c2ccccc2)c1)c1ccccc1	i	37	-51%	11%	.	.	-5.6%	16%	i	0.1	0.4%	-34%
5	Cc1nn(C)c(Oc2cccc(Cl)c2)c1C=O	i	27	-6%	-3%	-2.3	87	2.8%	-49%	i	0.8	-0.2%	.
6	O=C(NCC(c1cccnc1)N1CCN(c2ccc(F)cc2)CC1)c1ccc(F)cc1 (configuration not stated)	i	26	20%	6%	3.0	42	1.3%	-11%	i	0.4	-0.1%	1%
7	CCn1c(O)c(/C=C/C=C/C=Nc2ccccc2)sc1=S	i	63	11%	-1%	0.9	62	.	0%[20 µM]	i	0.1	-0.1%	-15%
8	Clc1ccc(N/N=C/c2ccncc2)cc1Cl	i	32	-83%	0%	7.5	42	0.1%	-7%	i	0.1	-0.2%	-41%
9	N#Cc1cnc(Sc2ccccc2)nc1	i	20	-8%	-2%	-0.5	65	-3.7%	4%	i	0.5	-0.1%	-33%
10	N#Cc1ccc(C23CC4(C2)[C@H](CN(P(=O)(c2ccccc2)c2ccccc2)[C@@H]4c2ccccc2)C3c2ccc(Cl)nc2)cc1 (some centres not stated)	i	18	-12%	-9%	11	80	2.3%	-37%	i	2.2	-0.1%	-1%
11	CC(C)(C)NC(=O)c1ccc(COc2ccc(Cl)cc2Cl)o1	i	25	-20%	-3%	6.4	87	4.7%	30%	i	0.4	0.0%	-1%
12	COc1ccccc1-c1nc(C(N)=O)c2[nH]c(=O)n(-c3cccc(C)c3)c2n1	i	55	1%	-4%	6.9	50	-1.4%	-1%	i	0.3	-0.1%	-7%
13	COc1ccc(-c2cc(C(F)(F)F)n3ncc(C(=O)N4CCc5ccccc5C4)c3n2)cc1	i	16	3%	17%	7.2	49	2.6%	8%	i	1.3	0.5%	-15%
14	O=C(c1cc(-c2cccc(Cl)c2)on1)N1CCN(c2ccccc2)CC1	i	32	10%	0%	2.4	39	-4.3%	-6%	i	0.5	0.0%	6%
15	O=C(NCC12CC3CC(CC(C3)C1)C2)c1nn2cccnc2c1Cl	i	41	-21%	1%	5.7	74	-3.4%	-33%	i	1.1	0.2%	19%
16	COc1cccc(C(=O)NC(C)C(c2cccs2)N2CCOCC2)c1 (configuration not stated)	i	26	2%	8%	-0.5	78	-3.7%	-19%	i	2.0	1.1%	-20%
17	Cc1cc(O)c(-c2cc(C(=O)NCCc3ccc(S(N)(=O)=O)cc3)[nH]n2)cc1C	i	26	17%	-20%	2.4	68	.	2%	i	1.5	-0.1%	-10%
18	CCOC(=O)c1c(-c2ccc(F)cc2)csc1NC(=O)CN1C(=O)NC2(CCCCC2C)C1=O (configuration not stated)	i	57	18%	53%	15	55	-0.8%	-3%	i	0.4	15%	-59%
19	Cc1cc(NC(=O)c2cc3nc(C4CC4)cc(C(F)(F)F)n3n2)no1	i	16	5%	7%	1.0	56	1.7%	16%	i	1.1	-0.2%	-17%
20	CCN(CC)S(=O)(=O)c1cc(NC(=O)C(C)Nc2ccccc2N2CCOCC2)ccc1C (configuration not stated)	i	3	3%	-4%	5.4	32	-4.9%	-1%	i	0.3	0.0%	26%
21	CC1(C)CC(=O)C2=C(C1)NC(=O)CC2c1cccc(F)c1 (configuration not stated)	i	3	-19%	-22%	-0.7	48	4.2%	-35%	i	1.0	-0.1%	26%
22	COC(=O)c1ccc(NC(=O)Cn2c([N+](=O)[O-])cnc2C)cc1	i	36	4%	-2%	0.5	51	-8.4%	-2%[20 µM]	i	0.6	0.4%	-27%
23	Nc1ccc(C(=O)OCc2ccncc2)cc1[N+](=O)[O-]	i	21	-4%	-5%	-1.0	43	-4.1%	4%	i	0.0	0.1%	-27%
24	CC1(C)OC(=O)C(=CNc2ccccc2F)C(=O)O1	i	33	-1%	-6%	0.4	54	1.9%	-24%	i	1.5	0.2%	.

Some of these compounds in order of length of the SMILES, smallest number first:
#	Structure	T cell HTS	T cell HTS vesicle-bound %	NOD2 inhibition	GPR55 LPI antagonism	NTR1 ag	NTR1 ag cell count 20 µM	KOR beta-arrestin-1	KOR beta-arrestin-2	Myeloid diff MLP	Myeloid diff MLP GFP+ MAC1+ %	GPR55 activation	NOD1 NF-kB reporter
24	CC1(C)OC(=O)C(=CNc2ccccc2F)C(=O)O1	i	33	-1%	-6%	0.4	54	1.9%	-24%	i	1.5	0.2%	.
11	CC(C)(C)NC(=O)c1ccc(COc2ccc(Cl)cc2Cl)o1	i	25	-20%	-3%	6.4	87	4.7%	30%	i	0.4	0.0%	-1%
19	Cc1cc(NC(=O)c2cc3nc(C4CC4)cc(C(F)(F)F)n3n2)no1	i	16	5%	7%	1.0	56	1.7%	16%	i	1.1	-0.2%	-17%
12	COc1ccccc1-c1nc(C(N)=O)c2[nH]c(=O)n(-c3cccc(C)c3)c2n1	i	55	1%	-4%	6.9	50	-1.4%	-1%	i	0.3	-0.1%	-7%
17	Cc1cc(O)c(-c2cc(C(=O)NCCc3ccc(S(N)(=O)=O)cc3)[nH]n2)cc1C	i	26	17%	-20%	2.4	68	.	2%	i	1.5	-0.1%	-10%
13	COc1ccc(-c2cc(C(F)(F)F)n3ncc(C(=O)N4CCc5ccccc5C4)c3n2)cc1	i	16	3%	17%	7.2	49	2.6%	8%	i	1.3	0.5%	-15%

Further entries follow.
#	Structure	T cell HTS	T cell HTS vesicle-bound %	NOD2 inhibition	GPR55 LPI antagonism	NTR1 ag	NTR1 ag cell count 20 µM	KOR beta-arrestin-1	KOR beta-arrestin-2	Myeloid diff MLP	Myeloid diff MLP GFP+ MAC1+ %	GPR55 activation	NOD1 NF-kB reporter
25	O=C(NC(=O)c1ccccc1Cl)Nc1ccc(-c2cnco2)cc1	i	21	-2%	11%	0.0	38	-0.1%	8%	i	0.6	-0.2%	-8%
26	O=C(Nc1ccc(NC(=O)C2CC2)cn1)c1ccccc1Cl	i	35	-21%	-12%	-1.2	64	7.9%	20%	i	0.6	1.0%	-26%
27	CCOC(=O)C1CCCCN1Cc1ccccc1C(F)(F)F (configuration not stated)	i	11	-4%	-3%	-0.8	92	5.8%	-12%	i	8.1	0.2%	2%
28	CCc1ccc(C2C(C#N)=C(N)C(C#N)(C#N)C3=CCC(C(C)(C)C)CC32)cc1 (configuration not stated)	i	19	4%	26%	27	73	-4.6%	-21%	i	0.9	4.4%	-22%
29	COc1ccc(CCC(C)N2CCC(CO)(Cc3ccccc3)CC2)cc1 (configuration not stated)	i	44	-18%	16%	-0.3	48	5.3%	-4%	i	0.4	-0.3%	26%
30	O=C(NN=C1CCN(Cc2ccccc2)CC1)c1cccc(S(=O)(=O)Nc2ccccc2Cl)c1	i	51	13%	4%	-1.1	71	7.1%	40%	i	1.2	-0.2%	5%
31	O=C(NC1CCN(C(=S)Nc2ccc(F)cc2)CC1)c1ccco1	i	43	5%	-16%	0.6	52	3.4%	-21%	i	0.5	-0.1%	-15%
32	O=C(NCc1ccccn1)c1cc(Br)ccc1Cl	i	64	-28%	-17%	0.0	85	-2.0%	-30%[20 µM]	i	0.4	-0.1%	11%
33	COc1cccc(N(C(=O)Cn2nnc3ccccc32)C(C(=O)NCc2ccco2)c2cccnc2)c1 (configuration not stated)	.	.	14%	-3%	.	.	1.6%	-15%	i	0.3	-0.2%	10%
34	CCc1nnc(SCC(=O)Nc2ccc(N3CCN(S(C)(=O)=O)CC3)cc2)o1	i	21	5%	-1%	-0.3	57	1.6%	9%	i	0.7	-0.2%	23%
35	COCCN(C(=S)Nc1cccc(Cl)c1C)C(C)c1ccco1 (configuration not stated)	i	9	9%	3%	0.4	64	-1.7%	2%	i	0.5	0.0%	6%
36	COc1ccc(/C=N/n2c(SC)nnc(C(C)(C)C)c2=O)cc1	i	43	4%	6%	7.5	39	2.1%	0%	i	1.3	-0.1%	-4%
37	O=C(O)c1ccc(CS(=O)(=O)c2cccc(C(F)(F)F)c2)o1	i	40	13%	5%	-1.2	57	3.6%	14%	i	7.3	0.1%	0%
38	COc1ccc(OC(C)=O)c(C2c3cc(OC)c(OC)cc3CCN2C(C)=O)c1 (configuration not stated)	i	33	2%	-4%	1.3	53	1.2%	0%	i	1.6	-0.1%	-12%
39	Cc1nc(=O)c(-c2ccccc2)c(C)n1-c1ccccc1C(=O)O	i	30	11%	4%	-0.3	94	1.8%	8%	i	0.5	-0.2%	.
40	Cc1[nH]c(=O)[nH]c(=O)c1S(=O)(=O)N1CCCC(C(=O)NCc2ccco2)C1 (configuration not stated)	i	38	-4%	-2%	5.2	57	0.5%	25%	i	0.7	-0.1%	-5%

Compound activity deposited in PubChem BioAssay by several laboratories.
